# Bioassay records from PubChem.
# CSM14.1 death rescue: protection against thapsigargin-triggered cell killing – 384-well, CSM14.1, ATP luminescence, primary screen (AID 1222) | 190,000 tested, under 10 active | cellular ATP content (survival), % at 20 µM; hits with a dose series show EC50 in µM | CSM14.1 thapsigargin-induced death rescue, ATP luminescence; higher % means a stronger effect;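 active = EC50 below 50 µM in the dose-response confirmation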;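 also: death triggered by thapsigargin at about 15 µM added after 2 h compound pretreatment; cell ATP read after overnight thapsigargin exposure of roughly 18 to 22 hours; normalized against plate controls of thapsigargin alone and 5% DMSO vehicle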
# P. falciparum M1AAP: malaria alanyl aminopeptidase activity blockers – biochemical, fluorogenic H-Leu-NHMec substrate, 1536-well (AID 1445); recombinant M1AAP, H-Leu-NHMec fluorogenic kinetic assay; higher % means a stronger effect; 220,000 tested, 0.42% active; inhibition, % at 30 µM; hits with a dose series show IC50 in µM;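 active = primary inhibition above the hit cutoff, then over 50% inhibition at one or more dose response concentrations, cut at about 23% in these data, passing the limit was not always enough; inconclusive = conflicting primary data, or primary hits not chosen for dose response; inactive = low primary inhibition, or under 50% at every dose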;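 also: plate controls were DMSO full reaction for no effect and no enzyme background for full effect; strong numbers were not always called active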
# WT yeast gro inh: growth inhibition of WT yeast, mitochondrial fusion screen; mitochondrial fusion phenotypic screen, WT strain; inhibition, % at 10 µM; 190,000 tested, 2.1% active; AID 1362; in the data active = inhibition above about 58%; tested in S. cerevisiae
# Hep lipid drop: modulators of hepatic lipid droplet formation | inhibition, % at 6.5 µM | AML12 mouse hepatocytes, oleate lipid droplets, BODIPY imaging | 240,000 tested, 0.4% active;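 active = lipid droplet intensity inhibited by at least 50%, with more than 500 cells counted; inconclusive = wells with under 300 cells, treated as cytotoxic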
#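 System: AML12 hepatocytes (mouse). Probe or stimulus: oleic acid at 100 µM to induce lipid droplet formation. Times: overnight treatment with compound plus oleate. Detection: Image-based BODIPY and DAPI two-channel analysis. Evaluation: percent inhibition of filter-corrected integrated lipid droplet intensity per well.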
# PMI inhibitors: inhibitors of human PMI, primary screen, biochemical, fluorescence intensity, coupled assay (AID 1209); purified PMI enzyme, coupled fluorescence intensity; higher % means a stronger effect; 190,000 tested, 0.42% active; inhibition, % at 20 µM, or IC50 in µM where a hit was titrated;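 also: plate controls were DMSO vehicle for no effect and wells lacking substrate for full effect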
# Myeloid diff MLP: promotes myeloid progenitor differentiation; calls only at 10 µM; AID 624256; 360,000 tested, 1% active; ER-HoxA9 myeloid progenitors, lysozyme-GFP differentiation, flow cytometry;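 active = normalized GFP-positive differentiation at or above the plate's own cutoff, the solvent-only control mean plus 3 SD; inconclusive = no clear call, values can overlap the other calls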;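 also: cells exposed to compound for four days before flow analysis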
# K1F lysis inhibition: protection from phage-mediated lysis, alamar blue read-out – E. coli UTI89, K1F phage, bacterial capsule biogenesis inhibitors (AID 488966); E. coli UTI89 K1F phage lysis, alamar blue, 2 h; higher % means a stronger effect; inhibition, % at 100 µM; hits with a dose series show IC50 in µM; 340,000 tested, 0.02% active;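 active = phage lysis inhibition, versus mean bacterial control, above a set limit; inconclusive = no clear call, values can overlap the other calls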;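 also: capsule biogenesis inhibitors block K1F phage lysis so surviving cells raise fluorescence; higher fluorescence means more inhibition of phage lysis; actives were called in the ten point dose series up to 300 µM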
# PMI inhibition: MPI inhibition at elevated mannose 6-phosphate – biochemical, fluorescence intensity, high mannose 6-phosphate, primary screen (AID 1220). inhibition, % at 20 µM; hits with a dose series show IC50 in µM. 190,000 tested, 0.66% active. recombinant PMI enzyme, coupled fluorescence intensity; higher % means a stronger effect
# TNAP activation fold: stimulation of alkaline phosphatase TNAP activity – biochemical, luminescent, no phosphate acceptor, uHTS, primary screen (AID 1001). purified TNAP, luminescent activation assay, no phosphate acceptor; higher activation fold means a stronger effect. activation fold at 20 µM, or EC50 in µM where a hit was titrated. 200,000 tested, 0.03% active; in the data active = activation fold from about 3, or a potency from the dose series; inactive = the rest, 99 in 100 with activation fold below about 1.6; also: many of its hits are not listed in these tables
# WT yeast gro inh mutant strain: second read-out of WT yeast gro inh, no call of its own (marks repeat the call); inhibition, %; mitochondrial fusion phenotypic screen, mutant strain inhibition
# Hep lipid drop cells 6.5 µM: further read-out of Hep lipid drop, marked with its call; cell count; measured here: cell count, cytotoxicity flag;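 cells counted across two imaged fields per well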
# Myeloid diff MLP GFP+ MAC1+ %: second read-out of Myeloid diff MLP, no call of its own (marks repeat the call); GFP+ MAC1+ double positive, %; measured here: differentiation confirmed by MAC1 staining
# An asterisk follows results filed as active; i = inactive; ? = inconclusive; . = not tested or not shown; + = active, no number; [ ] = another dose, or the depositor's remark. Rule as the data show it, unless noted: active = inhibition above about 50%; inactive = the rest.
SMILES,CSM14.1 death rescue,P. falciparum M1AAP,WT yeast gro inh,WT yeast gro inh mutant strain,Hep lipid drop,Hep lipid drop cells 6.5 µM,PMI inhibitors,Myeloid diff MLP,Myeloid diff MLP GFP+ MAC1+ %,K1F lysis inhibition,PMI inhibition,TNAP activation fold
O=C(COc1ccc(F)cc1)N1CCc2ccccc2C1,-1.8%,-9.3%,13.3,4.4,-6.8,719,-3.1%,i,0.2,0.6%,-6.5%,1.1
O=C(NCc1ccc2c(c1)OCO2)C1CCC(=O)N1C1CCCC1 (stereo unspecified),-0.8%,0.9%,0.2,12.9,-3.9,740,-5.5%,i,1.1,2.2%,-8.5%,1.1
CC(C)CC(=O)c1c[nH]c(C(=O)NCC2CCCO2)c1 (stereo unspecified),-2.0%,5.5%,-10.4,-16.4,.,.,-3.6%,i,0.5,0.5%,-6.3%,1
CCN(CC)c1ccc2c(c1)CCCN2,4.8%,-0.8%,2.2,3.0,-21.8,641,9.9%,.,.,.,-11.1%,1.4
CCc1nnc(NC(=O)CSc2nnc(-c3ccc(NS(=O)(=O)c4ccccc4)cc3)o2)s1,-2.0%,59.8µM*,-5.6,1.8,42.4,706,16.8%,i,2.4,4.8%[50 µM],9.1%,1.1
COc1ccc(CCN(C(=O)/C=C/C(=O)O)C2CC(=O)N(c3ccccc3)C2=O)cc1 (stereo unspecified),0.1%,.,-16.0,-6.5,10.3,681,12.9%,i,0.1,.,9.4%,1.1
CCCCOc1ccc(C(=O)Nc2ccncc2)cc1,.,4.2%,28.3,27.1,-53.2,665,15.2%,i,1.7,-0.2%,14.1%,1
CCc1nnc(NC(=O)[C@@H]2CCCN2S(=O)(=O)c2ccc3c(c2)OCCO3)s1,-1.7%,0.8%,12.3,5.8,.,.,-12.9%,i,1.5,0.1%,-2.9%,1
CCN(CC)CCCNc1nnc(C)c(=O)[nH]1,1.1%,3.3%,-5.8,-7.7,.,.,-2.8%,i,0.5,0.3%,-7.1%,1.1
Cc1ccccc1CSCCNC(=S)Nc1ccccc1,-0.3%,-3.6%,70.9*,66.7*,-3.1,641,1.6%,i,0.7,-0.1%,2.6%,1.2
O=c1c2ccc([N+](=O)[O-])c3cccc(c32)c2nc3ccccc3n12,-2.3%,-4.6%,-16.9,9.5,.,.,3.1%,.,.,.,5.9%,1
Fc1ccc(NCc2nnc(SCc3nnc(-c4ccccc4)o3)n2CC2CCCO2)cc1 (stereo unspecified),-1.4%,6.2%,4.4,20.7,-5.7,667,8.9%,i,1.2,0.0%,4.1%,1.1
Cc1cc(C)cc(Nc2cc(C)nc3nc(C)nn23)c1,-1.4%,1.9%,8.0,6.9,.,.,-6.0%,i,1.9,-0.4%,-1.2%,1.1
COc1ccccc1-c1cc(C(=O)N/N=C\c2cn(C)nc2C)c2ccccc2n1,0.6%,1.7%,-3.3,-13.8,-15.3,704,-2.3%,i,0.6,2.3%[50 µM],4.8%,1.1
CCSc1nnc(NC(=O)/C=C/c2ccc3c(c2)OCO3)s1,-2.5%,-3.5%,-0.7,15.8,-2.3,660,-11.0%,.,.,.,-3.1%,1.1
O=S(=O)(CC(O)COc1ccc(Br)cc1)c1ccccc1 (stereo unspecified),.,1.8%,.,.,5.2,674,.,i,0.6,0.5%,.,.
COc1cc2nc(SCC(=O)NCCc3ccccc3)n(Cc3ccco3)c(=O)c2cc1OC,3.8%,10.2%,6.8,15.8,-3.7,737,23.1%,i,1.1,0.0%,21.0%,1.1
CCOC(=O)N1CCN(C(=O)C(=O)NN)CC1,-0.4%,-0.3%,-0.2,-8.4,-0.5,744,9.7%,i,0.4,0.3%,9.0%,1.1
CC(=O)Nc1ccc(S(=O)(=O)Nc2ccc3c(c2)C(=O)OC3)cc1,-0.9%,3.9%,1.2,3.0,2.2,665,-0.6%,.,.,.,-0.6%,1
Cc1cc(=O)[nH]c(Cc2ccc(OC(C)C)cc2)n1,-0.9%,8.5%,16.2,4.4,.,.,-1.9%,i,6.5,1.6%,-0.4%,1.2
CSc1ccc(S(=O)(=O)Nc2c(C)cccc2C)cc1,-1.1%,8.3%,2.9,-0.1,-0.1,780,14.4%,i,4.9,1.3%,14.5%,1.1
Cc1cc(C)c(S(=O)(=O)c2ccccc2C)c(OCCO)n1,.,4.4%,-31.1,7.4,-14.4,712,0.8%,i,0.3,0.1%,2.5%,1.1
CCn1c2ccc(F)cc2c2nc3ccccc3nc21,-1.4%,5.4%,7.7,18.1,6.0,717,7.6%,+,2.9*,0.3%,7.2%,1
Cc1cc(C)n(-c2ccc(C(=O)Nc3ccc(C)c(S(=O)(=O)N(C)C)c3)cc2)n1,1.7%,-0.9%,11.9,9.3,18.6,645,8.3%,i,0.8,1.5%[50 µM],3.2%,1.2
COc1ccc(NC(=O)CN2CCN(C(=O)c3ccco3)CC2)c(OC)c1,-0.7%,-1.5%,11.3,8.5,.,.,-0.3%,i,0.6,0.2%,3.2%,1.1
O=C(NCCCNC(=O)c1cncc(O)c1)c1cncc(O)c1,-0.9%,1.6%,-6.2,6.8,-0.5,722,-42.1%,i,0.1,0.7%,-51.2%,1.1
Cc1ccc(C(=O)OCC(=O)Nc2ccc3c(c2)OCO3)o1,1.6%,11.0%,4.5,-0.5,8.5,756,-4.2%,i,0.8,0.1%,-0.9%,1.1
O=C(COc1cc(Cl)c(Cl)cc1Cl)Nc1ccncc1,.,-3.8%,26.8,6.9,-12.6,576,-2.2%,i,0.7,-0.7%,-7.3%,1
CCn1ncc(C2=NOC(C(=O)N3CCC(C(N)=O)CC3)C2)c1C (stereo unspecified),0.9%,-1.0%,-7.0,2.4,.,.,-2.6%,i,0.9,0.5%,10.7%,1.1
CCOC(=O)c1c(C)n(CC(O)c2ccccc2)c2ccc(O)cc12 (stereo unspecified),-0.5%,-4.8%,2.2,5.7,.,.,7.8%,i,0.0,-0.9%,14.4%,1.1
CCOC(=O)Cc1cc(=O)[nH]c(Nc2nc3ccccc3o2)n1,0.6%,?,-21.8,-21.3,.,.,15.2%,i,1.0,0.1%,21.0%,0.9
Cc1cccc(C(=O)NNC(=O)CN2C(=O)c3ccccc3C2=O)c1,1.6%,12.7%,-24.4,-7.5,0.0,662,12.7%,i,0.6,0.3%,8.0%,1
CC1(C)CC(=O)C2=C(C1)NC1=C(C(=O)c3ccccc31)C2c1ccc(O)cc1 (stereo unspecified),0.6%,11.1%,-16.7,0.9,7.4,611,14.3%,i,0.3,-7.3%,7.4%,0.8
O=C1NC(C(=O)O)=CC(c2ccc([N+](=O)[O-])cc2)N1 (stereo unspecified),.,3.8%,.,.,-16.4,708,.,i,0.5,0.2%,.,.
COc1cc(OC)c(C2Oc3nc(SC)nnc3-c3ccccc3N2C(C)=O)cc1OC (stereo unspecified),0.2%,13.4%,7.5,0.5,.,.,-5.6%,i,1.5,6.6%,-1.5%,1
COC(=O)CCC(=O)Nc1cccc(C(=O)Nc2cccc(Cl)c2)c1,-2.5%,-0.4%,8.8,-1.8,.,.,-2.2%,i,0.9,-3.0%,-11.6%,1.1
CCCn1c(SCC(=O)Nc2ccc3c(c2)OCCO3)nnc1-c1ccco1,1.7%,2.8%,-13.8,10.1,.,.,-9.3%,i,0.4,0.7%,-6.3%,1.1
COc1ccccc1NC(=S)N(CCc1ccc(OC)c(OC)c1)Cc1ccccn1,-1.6%,1.7%,6.5,11.0,-17.6,720,1.5%,i,1.0,0.1%,3.8%,1.1
COc1ccc(-c2nc(N)ncc2Oc2ccccc2Br)c(O)c1,-0.9%,6.5%,-17.3,5.8,.,.,5.3%,+,5.6*,1.3%,6.3%,1.1
COc1cccc(N(C(=O)c2cnccn2)C(C(=O)NC2CCCCC2)c2ccc(Cl)cc2)c1 (stereo unspecified),-1.8%,-1.8%,7.1,9.9,8.2,621,8.7%,i,0.5,0.1%,8.7%,1
Cc1cccc(C)c1NC(=S)N/N=C/c1ccccc1C(=O)O,.,2.9%,.,.,0.0,760,.,i,0.1,0.2%,.,.
O=C(N/N=C/c1cccnc1)c1ccc(Cn2cc([N+](=O)[O-])cn2)o1,-1.1%,2.9%,-5.8,5.2,2.8,702,0.2%,i,0.7,0.1%,-3.9%,1
CC(NC(=O)CNC(=S)N(Cc1ccccc1)Cc1cccnc1)c1ccccc1 (stereo unspecified),0.2%,5.5%,-4.8,-5.8,-3.5,714,6.5%,i,0.3,0.1%,3.1%,1.1
O=C(Oc1ccc(-c2ccccc2)cc1)N1CCOCC1,-2.7%,3.8%,-23.0,5.7,-0.6,767,19.3%,i,0.9,9.1%,13.4%,1.1
Cc1cc(C(F)F)n2ncc(C(=O)NCc3ccccc3C(F)(F)F)c2n1,6.2%,-2.1%,-9.6,-4.8,.,.,9.9%,i,0.6,0.7%,8.6%,1.1
COc1ccc2[nH]c(C(=O)N3CCCN(Cc4ccc(F)cc4)CC3)cc2c1,.,0.7%,.,.,-10.9,768,.,i,0.5,0.8%,.,.
